# Pol eta inh: blocks human DNA polymerase eta activity; Q9Y253; recombinant Pol eta, fluorescent DNA replication assay; Potency, µM (titrated, usually from 114 µM), for the others: at the highest dose activity change, negative = inhibition, hits mostly inhibitors; hit rate 1.2% among 390,000; note: % is set by controls: 0 for no effect and ±100 for the full control effect
#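 Pol eta at 10 nM preincubated with compounds 15 min at room temperature; reaction started with fluorescent substrate (50 nM final) and read kinetically at 0 and 10 min.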
# G9a block: inhibitors of human histone lysine methyltransferase G9a | AID 504332 | Q96KQ7 | Potency, µM (top dose mostly 102 µM), without a hit: top-dose activity, negative = inhibition, actives largely listed as inhibitors | hit rate 8.8% among 350,000 | G9a H3K9 monomethylation, AlphaScreen, 2 h; note: % is set by controls: 0 for no effect and ±100 for the full control effect; nearly all actives have a fitted effect of over 75% in size
#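 Chemiluminescent proximity detection of H3K9 monomethylation, read after 10 min bead incubation in the dark. Reaction: 20 nM G9a, 500 nM biotin-H3K9 peptide, 20 uM SAM cofactor, 2 h, room temperature, following 15 min enzyme-compound preincubation.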
# BAZ2B block: blocks human BAZ2B; Q9UIF8; AlphaScreen BAZ2B-H3K14Ac peptide displacement; Potency, µM (highest dose often 114 µM), inactives show at the highest dose activity change, negative = inhibition, most hits filed as inhibitors; hit rate 4.4% among 360,000; note: % is set by controls: 0 for no effect and ±100 for the full control effect; nearly all actives have a fitted effect of over 60% in size
#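 BAZ2B 50 nM plus b-H3(5-23)K14Ac 50 nM, PBS pH 7.4/0.01% Tween-20, 30 min RT; compound added (max 110 uM), 30 min RT; streptavidin donor/Ni-chelate acceptor beads 10 ug/mL final, 20 min dark; AlphaScreen read.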
# Pol iota inh: blocks human DNA polymerase iota activity; Potency, µM (top dose mostly 115 µM), without a hit: at the top dose activity, negative = inhibition, usual class: inhibitors; AID 588590; hit rate 1% among 390,000; Pol iota fluorescent replication assay, 10 min; Q9UNA4
#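 Pol iota at 10 nM preincubated 15 min with compounds at room temperature; reaction started with fluorescent substrate, 50 nM final. Fluorescence read kinetically at 0 and 10 min; buffer-only wells as negative control.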
# Pol kappa inh: blocks human DNA polymerase kappa activity; Q9UBT6; purified Pol kappa, fluorescent DNA synthesis assay, 10 min; Potency, µM (series often up to 107 µM), without a hit: top-dose activity, negative = inhibition, most hits filed as inhibitors; hit rate 0.53% among 400,000; AID 588579; note: % is set by controls: 0 for no effect and ±100 for the full control effect
#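 Kinetic fluorescence readout at 0 and 10 min followed reaction start with substrate at 50 nM final. Beforehand, enzyme (10 nM Pol kappa) stood 15 min with compound at room temperature; buffer-only wells were negative controls.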
# Anesthetic bind: candidate novel general anesthetic via apoferritin binding. apoferritin/1-aminoanthracene competitive binding, fluorescence. Potency, µM (titrated, usually from 77.5 µM), inactives show at the top dose activity change, negative = displacement, usual class: inhibitors. hit rate 0.074% among 350,000. AID 485281; note: % is set by controls: 0 for no effect and ±100 for the full control effect; nearly all actives have a fitted effect of over 20% in size
#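 Horse-spleen apoferritin (10 uM) in 50% saturated 1-aminoanthracene in PBS was incubated 10 min at room temperature with compound. Fluorescence (ex 380, em 535 nm) was normalized to free and bound 1-AMA, with concentration-response fitted by a four-parameter Hill equation.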
# BLM helicase inh: Bloom syndrome helicase (human) inhibition | recombinant BLM DNA unwinding, fluorescence dequenching | Potency, µM (titrated, usually from 56.1 µM), for inactives: at the top dose activity change, negative = inhibition, hits mostly inhibitors | hit rate 0.2% among 350,000;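 note: plate controls were vehicle for no effect and no enzyme for full effect; nearly all actives have a fitted effect of over 35% in size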
# Target sequence (P54132 whole entry, looked up): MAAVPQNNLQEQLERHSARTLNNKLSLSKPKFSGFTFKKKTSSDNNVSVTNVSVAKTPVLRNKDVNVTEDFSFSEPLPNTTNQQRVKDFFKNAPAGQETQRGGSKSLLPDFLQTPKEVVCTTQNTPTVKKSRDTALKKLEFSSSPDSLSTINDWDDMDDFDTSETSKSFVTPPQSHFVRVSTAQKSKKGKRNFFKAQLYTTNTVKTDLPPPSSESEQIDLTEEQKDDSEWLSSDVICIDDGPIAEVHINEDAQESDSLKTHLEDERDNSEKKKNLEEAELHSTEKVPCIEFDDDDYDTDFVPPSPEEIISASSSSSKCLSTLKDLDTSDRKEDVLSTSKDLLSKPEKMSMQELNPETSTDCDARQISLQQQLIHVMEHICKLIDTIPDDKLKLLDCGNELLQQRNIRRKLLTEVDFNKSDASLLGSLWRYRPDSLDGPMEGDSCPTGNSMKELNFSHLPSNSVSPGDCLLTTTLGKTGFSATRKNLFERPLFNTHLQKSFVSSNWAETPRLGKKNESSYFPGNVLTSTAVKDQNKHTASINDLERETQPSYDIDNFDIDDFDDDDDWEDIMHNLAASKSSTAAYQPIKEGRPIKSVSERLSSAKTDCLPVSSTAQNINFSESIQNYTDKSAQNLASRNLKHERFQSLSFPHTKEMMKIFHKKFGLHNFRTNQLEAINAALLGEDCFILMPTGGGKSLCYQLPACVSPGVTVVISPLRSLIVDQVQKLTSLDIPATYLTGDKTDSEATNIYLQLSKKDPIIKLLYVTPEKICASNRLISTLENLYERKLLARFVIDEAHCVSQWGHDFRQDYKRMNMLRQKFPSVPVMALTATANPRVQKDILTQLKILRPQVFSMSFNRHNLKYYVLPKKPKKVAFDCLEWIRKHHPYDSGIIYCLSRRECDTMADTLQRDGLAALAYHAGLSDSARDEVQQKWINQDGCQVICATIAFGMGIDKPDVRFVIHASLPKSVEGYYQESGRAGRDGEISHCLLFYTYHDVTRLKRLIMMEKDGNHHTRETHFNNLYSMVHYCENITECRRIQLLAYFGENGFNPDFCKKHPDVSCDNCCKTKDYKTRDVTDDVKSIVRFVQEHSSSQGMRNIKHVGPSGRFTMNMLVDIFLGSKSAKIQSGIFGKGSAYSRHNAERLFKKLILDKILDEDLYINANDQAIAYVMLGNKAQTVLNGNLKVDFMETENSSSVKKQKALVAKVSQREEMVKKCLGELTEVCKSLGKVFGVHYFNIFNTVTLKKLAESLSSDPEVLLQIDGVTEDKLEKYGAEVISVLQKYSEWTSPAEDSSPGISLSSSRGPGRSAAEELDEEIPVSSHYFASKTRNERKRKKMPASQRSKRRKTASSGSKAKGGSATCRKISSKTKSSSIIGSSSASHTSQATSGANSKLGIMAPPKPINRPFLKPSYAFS
# APEX1 inh: blocks human APE1 abasic DNA cleavage | P27695 | recombinant APE1, TAMRA/BHQ-2 abasic DNA cleavage fluorescence | Potency, µM (titrated, usually from 65.8 µM), for inactives: at the top dose activity change, negative = inhibition, hits mostly inhibitors | hit rate 0.35% among 350,000 | AID 2517;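 note: plate controls were vehicle for no effect and reference inhibitor for full effect; nearly all actives have a fitted effect of over 55% in size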
#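 Compound pre-exposure to 0.75 nM APE1, 15 min at ambient temperature. Reaction initiated with 50 nM TAMRA/BHQ-2 THF substrate, read immediately in kinetic mode, 525 nm excitation, 598 nm emission.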
# POLB inh: blocks human DNA polymerase beta activity; Potency, µM (top dose mostly 114 µM), without a hit: at the top dose activity change, negative = inhibition, usual class: inhibitors; P06746; Pol beta primer extension/strand displacement, fluorescence kinetic; hit rate 1.3% among 340,000; note: % is set by controls: 0 for no effect and ±100 for the full control effect
#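 Homogeneous kinetic assay of primer extension and strand displacement by 10 nM Pol beta, preincubated 15 min at room temperature with compound before 50 nM substrate (final) was added. Read at 0 and 10 min; four-parameter Hill fit.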
# * hit, by the source's call; ? = inconclusive; / = not tested or not shown; [ ] = another dose, or the depositor's remark. Calls come from the whole dose curve; as a rule, active = well fitted curve in the direction sought with a large enough effect; inconclusive = small, poorly fitted or top-dose-only effect, or another doubt; inactive = no such curve, though single readings can be large; an effect the other way counts as inactive or inconclusive. Potency is the fitted concentration of half-maximal effect.
SMILES,Pol eta inh,G9a block,BAZ2B block,Pol iota inh,Pol kappa inh,Anesthetic bind,BLM helicase inh,APEX1 inh,POLB inh
NNC(=O)c1cncn1-c1ccc(F)cc1,7%,0%,50µM*,39%[activator],-5%,-4%,-3%,-5%,1%
CC1=C(c2ccccc2)[N+](=O)C2(CCCCC2)N1[O-],-13%,50µM*,-13%,97%[activator],-4%,-10%,-4%,2%,4%
O=C(NCCCN1CCCCCC1)c1ccc2c(c1)NC(=O)C(N1CCOCC1)S2 (stereo unspecified),-15%,?,?,9%,-1%,?,2%,-3%,0%
COc1ccc(CCNC(=O)COC(=O)c2cc(=O)[nH]c3ccccc23)cc1,-15%,/,/,51%[activator],2%,/,/,6%,/
O=C1C(=O)N(CCCN2CCOCC2)C(c2ccc(F)cc2)/C1=C(/O)c1ccccc1 (stereo unspecified),-3%,?,1%,-23%,8%,-5%,2%,-15%,5%
CCOc1ccccc1NC(=S)NCc1ccccc1,-17%,39%,-30%,1%,-1%,-2%,-4%,31%,-13%
O=C(NC(=O)c1ccc(Cl)cc1)Nc1ccc(-c2cnco2)cc1,/,6%,-1%,/,/,0%,-4%,0%,1%
O=C(NCc1cccnc1)NC(=O)c1ccc(Cl)cc1,-4%,36%,-2%,24%,6%,-9%,-4%,17%,29%
COc1cccc(-n2nnc3c(=O)n(CC(=O)N4CCCc5ccccc54)cnc32)c1,-10%,-35%,4%,1%,-8%,-12%,-4%,17%,40%
COCCN(CCOC)C(=O)c1cc2sc3ccccc3c2s1,-9%,-3%[59 µM],9%,19%,-8%,-18%,-3%,?,3%
Cc1oc(-c2ccccc2)nc1C(=O)OCC(=O)NCc1ccccc1,-5%,-6%[12.7 µM],?,-12%,-19%,/,/,12%,/
O=C(NCCCCCNC(=O)c1cccnc1)c1cccnc1,-2%,1%[12.7 µM],-6%,20%,-4%,15%,-1%,-3%,-11%
O=C(c1ccc2c(c1)OCO2)n1nnc2ccccc21,/,45µM*,-17%,/,/,-10%,1%,-2%,-19%
COc1cccc(-n2nnc3c(=O)n(CC(=O)Nc4cc(C)on4)cnc32)c1,-19%,-26%,-24%,-14%,-12%,-11%,-10%,-6%,-1%
Cc1ccc(S(=O)(=O)NC(CC(=O)O)c2cccs2)cc1 (stereo unspecified),-13%,12%,-4%[57.1 µM],11%,7%,-4%,0%,26%,6%
COc1cccc(C(N)CC(=O)O)c1 (stereo unspecified),/,7%[12.7 µM],-6%,/,/,-14%,-3%,12%,20%
COc1ccccc1NC(=O)CC1C(=O)NCCN1C(=O)Nc1ccccc1 (stereo unspecified),-3%,-11%[59 µM],-4%,14%,0%,-7%,-1%,1%,-1%
COc1ccc(-c2cc(C(=O)NCc3ccco3)no2)cc1OC,-15%,9%[12.7 µM],7%,18%,-1%,-1%,-1%,-9%,46%
COC(=O)CCCC(=O)N1CCOCCN(C(=O)CCCC(=O)OC)CCOCC1,1%,?,0%,5%,-5%,-6%,-4%,18%,50%
COc1ccc(-c2nc(CS(=O)CC(=O)N3CCN(C)CC3)c(C)o2)cc1 (stereo unspecified),-5%,/,-7%,15%,-18%,-2%,-2%,1%,40%[activator]
CC(C)CN(CC(C)C)C(=S)Nc1ccc(Cl)cc1,-1%,-2%,-29%,40%[activator],-16%,-20%,-8%,4%,40%
CCN1CCN(c2ccc(S(=O)(=O)N3CCCCC3)cc2NC(=O)c2ccccc2)CC1,-6%,10µM*,-11%,21%,-4%,/,/,-12%,/
Cc1ccc(/C=C/C(=O)OCC(=O)c2ccc3c(c2)NC(=O)CO3)o1,-3%,/,/,4%,3%,/,/,-13%,/
CCCOc1ccc(OCCn2nc(C(=O)O)c3ccccc3c2=O)cc1,-7%,-26%,-31%,66%[activator],-3%,?,-9%,-2%,0%
CCn1c(-c2cc(C3CC3)nc3ccccc23)n[nH]c1=S,-24%,2.2µM*,-32%,0%,-13%,-4%,-2%,0%,8%
SMILES,Pol eta inh,G9a block,BAZ2B block,Pol iota inh,Pol kappa inh,Anesthetic bind,BLM helicase inh,APEX1 inh,POLB inh
Cc1ccc(/C=C/C(=O)Nc2ccc(N(C)C)cc2)o1,-6%,4µM*,35µM*,25%,-3%,-20%,-5%,-5%,0%
Cc1oc(-c2cccc(Br)c2)nc1CN1CCC(C(=O)NCc2ccccc2)CC1,0%,-2%[59 µM],?,-6%,1%[60.1 µM],50%,-7%,/,?
Fc1ccc(NC(=S)N2N=CCC2c2ccccc2)cc1 (stereo unspecified),-17%,?,10%,4%,-2%,-18%,-7%,18%,6%
Cc1cc(S(=O)(=O)N2CCCOC2CNC(=O)C(=O)NCCc2ccco2)ccc1F (stereo unspecified),-17%,?,-26%,29%,-6%,-15%,-3%,-2%,17%
CCOc1cc2c(cc1OCC)C(c1ccccc1OC)OC(=O)C2 (stereo unspecified),-4%,20%[59 µM],22%,12%,-18%,-6%,-1%,11%,9%
CN(Cc1ccccc1)C(=O)c1cn(C)c2ccc(S(=O)(=O)N3CCCCC3)cc2c1=O,-7%,-2%[59 µM],/,-15%,-3%,-7%,-2%,/,17%
S=c1[nH]c(-c2ccc(Cl)cc2)cs1,-10%,35µM*,45µM*,86%[activator],-12%,-4%,-1%,16%,?
COc1ccc(C(=O)C2CCCN(Cc3ccc(Sc4nncn4C)o3)C2)cc1F (stereo unspecified),-20%,?,-15%,55%[activator],-3%,-8%,-2%,-1%,-14%
CC1=C(C#N)C(=O)NC(C)(C)C1,7%,-6%[12.7 µM],8%,-2%,2%,-3%,2%,3%,3%
CN(C(=O)c1cccc(S(=O)(=O)N2CCOCC2)c1)c1c(N)n(Cc2ccccc2)c(=O)[nH]c1=O,5%,7%[12.7 µM],5%,-3%,-23%,/,/,26%,/
CCOC(=O)C1=C(C)OC(N)=C(C#N)C1c1cccc(C)c1 (stereo unspecified),-19%,11%[0.501 µM],-22%,241%[activator],-22%,-4%,-4%,1%,24%
Cc1nnc2c3ccccc3c(-c3cccc4ccccc34)nn12,-11%,-11%[59 µM],9%,32%[activator],-4%,-15%,-2%,13%,51%
COc1cc(OC)c(C(=O)N/N=C/c2ccoc2)cc1OC,-4%,/,-1%,-28%,2%,-2%,-12%,-11%,23%
O=C(Nc1cccc(S(=O)(=O)NC2=NCCC2)c1)c1cc(-c2ccco2)nc2ccccc12,10µM*,40µM*,35µM*,8.9µM*,32µM*,15%,10µM*,7.9µM*,3.5µM*
Cc1ccc(O)c(C(=O)c2cnn(C(=O)Cc3csc(C)n3)c2)c1,-3%,-13%,4%,-1%,-19%,?,-2%,-3%,17%
COc1ccc(OCC(=O)Nc2ccc3oc(=O)ccc3c2)cc1,5%,46%,-14%,1%,-14%,-18%,-8%,35%,19%
Cn1c(=O)n(Cc2ccc(Br)cc2)c2ccccc21,-20%,7%,-6%,58%[activator],-16%,-5%,1%,7%,-1%
CCc1cc(=O)oc2cc(C)cc(OCC(C)=O)c12,1%,-1%,25%,-19%[58.9 µM],-2%,-3%,-1%,1%,17%
Oc1ccc(Cl)cc1C(C#Cc1ccccc1)N1CCOCC1 (stereo unspecified),-15%,?,19%,10%,-4%,-8%,-9%,-8%,-4%
CN(CC(=O)NCc1ccc2c(c1)OCO2)CC(=O)Nc1ccc(F)c(F)c1F,-16%,2%[12.7 µM],29%,-2%,-11%,/,/,-1%,/
Cc1ccc(C)c(NC(=O)CSc2nnc(-c3ccncc3)n2N)c1,4%,-24%,4%,0%,-5%,-13%,2%,0%,12%
COc1cc(OC)c(OC)cc1/C=C1/C(=O)N=C(N)N1C,-12%,3%,-17%,19%,5%,-9%,0%,3%,0%
CC(=O)Oc1ccc2oc(=O)c3c(c2c1)CCCN3C(=O)CN1CCN(c2ncccn2)CC1,-15%,6%,5%,22%,-4%,-15%,-2%,0%,21%
CCn1cc(S(=O)(=O)Nc2ccccc2C(F)(F)F)cn1,-15%,-4%,-1%,83%[activator],-6%,-5%,-3%,7%,23%
COc1ccc(-c2nc3sc(CCNC(=O)c4cc(Cl)ccc4OC)c(C)n3n2)cc1,-24%,-1%[59 µM],-7%,?,-3%[60.1 µM],4%,2%,/,23%

# The list goes on, overlapping the part above by four compounds.
SMILES,Pol eta inh,G9a block,BAZ2B block,Pol iota inh,Pol kappa inh,Anesthetic bind,BLM helicase inh,APEX1 inh,POLB inh
COc1cc(OC)c(OC)cc1/C=C1/C(=O)N=C(N)N1C,-12%,3%,-17%,19%,5%,-9%,0%,3%,0%
CC(=O)Oc1ccc2oc(=O)c3c(c2c1)CCCN3C(=O)CN1CCN(c2ncccn2)CC1,-15%,6%,5%,22%,-4%,-15%,-2%,0%,21%
CCn1cc(S(=O)(=O)Nc2ccccc2C(F)(F)F)cn1,-15%,-4%,-1%,83%[activator],-6%,-5%,-3%,7%,23%
COc1ccc(-c2nc3sc(CCNC(=O)c4cc(Cl)ccc4OC)c(C)n3n2)cc1,-24%,-1%[59 µM],-7%,?,-3%[60.1 µM],4%,2%,/,23%
O=C(Nc1ccc2c(c1)CCC2)c1ccc(F)c(S(=O)(=O)N2CCOCC2)c1,-9%,-9%[59 µM],9%,-10%,-15%,4%,0%,20%,-2%
NC(=O)C1CCN(C2CC(=O)N(c3ccc(F)c(Cl)c3)C2=O)CC1 (stereo unspecified),6%,?,5%,-1%,-8%,-8%,1%,-7%,15%
Cn1c(SCC(=O)O)nnc1-c1ccc(NC(=O)c2ccc(Cl)c(Cl)c2)cc1,0%,50µM*,-1%,12%,-23%,5%,-1%,2%,-2%
CCOC(=O)c1[nH]c2ccccc2c1NC(=O)c1ccc(Br)cc1,1%,-31%[59 µM],0%,-23%,-16%,150%[activator],2%,/,39%
Cc1cc(NCCCn2ccnc2)n2nc(C)c(-c3ccccc3)c2n1,-11%,-41%[59 µM],?,5%,-17%,-6%,-12%,16%,20%
Cc1cc(C(=O)CCC(=O)N2CCN(c3ccccc3O)CC2)c(C)s1,-5%,-12%[12.7 µM],-4%,11%,4%,/,/,20%,/
CN(Cc1ccccc1)C(=O)COC(=O)c1ccccc1Nc1ccccc1,-9%,62%[activator],63%[activator],136%[activator],-16%,327%[activator],-7%,-5%,-5%[57.1 µM]

# The list is partial; count on the stated rates, not on these rows.
